DRD3 antagonist = antagonists of human D3 dopamine receptor; D3R cells, DiscoveRx beta-arrestin luminescence, antagonist mode; active compounds read low; max response, negative = inhibition, %; 360,000 compounds, 2.5% hits; in the data active = max response below about -50%; inconclusive = no clear call, values can overlap the other calls; also: % is scaled to controls: 0 for no effect and ±100 for the full control effect; mostly tested at two doses, the higher about 12 µM
Target sequence (P35462 whole entry, looked up): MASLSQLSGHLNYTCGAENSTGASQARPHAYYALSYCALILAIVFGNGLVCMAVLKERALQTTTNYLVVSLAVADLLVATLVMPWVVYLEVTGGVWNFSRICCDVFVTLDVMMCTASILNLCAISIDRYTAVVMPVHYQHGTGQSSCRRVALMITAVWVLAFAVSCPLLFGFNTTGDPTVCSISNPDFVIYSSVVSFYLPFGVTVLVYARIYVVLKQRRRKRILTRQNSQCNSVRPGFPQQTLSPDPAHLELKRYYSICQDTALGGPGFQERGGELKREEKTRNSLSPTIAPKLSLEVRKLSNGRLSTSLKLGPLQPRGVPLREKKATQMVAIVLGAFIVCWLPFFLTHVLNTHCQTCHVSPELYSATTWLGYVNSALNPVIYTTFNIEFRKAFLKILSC
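Cells expressing the human receptor were seeded at 1500 cells/well, incubated overnight at 37 degrees C in 5% CO2, then exposed to library compounds with dopamine controls for 90 minutes at 37 degrees C before luminescent detection.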
KB-V1 cytotox = KB-V1 MDR subline cytotoxicity. 400,000 compounds, 3.4% hits. Potency, µM (series often up to 46.1 µM), for inactives: top-dose activity change, negative = cytotoxicity, most hits filed as cytotoxic. KB-V1 MDR cells viability, CellTiter-Glo, 72 h; also: potency is read from the fitted curve at half-maximal effect; % is scaled to controls: 0 for no effect and ±100 for the full control effect; nearly all actives have a fitted effect of over 60% in size
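Cells of the MDR subline KB-V1 are plated, dosed with compound at multiple concentrations, and incubated 72 h at 37 degrees C; CellTiter-Glo is then added and luminescence read after 10 min.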
SW480 rerep = DNA re-replication induction in SW480 cells; SW480 DNA re-replication, Hoechst DNA content imaging, 48 h; Potency, µM (titrated, usually from 46.1 µM), for inactives: at the highest dose re-replication activation, usual class: activators; 340,000 compounds, 1.8% hits; also: potency is read from the fitted curve at half-maximal effect; % of control where 0% means no effect; nearly all actives have a fitted effect of over 55% in size
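250 cells/well; 23 nL cpd via pin tool; 48 hr, 37 C, 5% CO2; Hoechst 40 min; imager read of total nuclear intensity, ex 405/em 500-530 nm.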
DRD3 agonist = agonists of human D3 dopamine receptor; P35462; D3R DiscoveRx beta-arrestin cells, luminescence, 90 min; max activation, %; 410,000 compounds, 0.58% hits; AID 652048; in the data active = max activation above about 30%; also: 0% is about no effect; mostly tested at two doses, the higher about 12 µM
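Agonist mode: compounds and dopamine controls were applied to plated cells for 90 min at 37 degrees C after an overnight attachment at 1500 cells/well. Luminescent read-out followed 30 - 60 minutes at room temperature with DiscoveRx detection reagent.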
HT1080-NT tox = kills 2HG-producing HT-1080-NT fibrosarcoma cells; HT-1080-NT fibrosarcoma viability, CellTiter-Glo ATP luminescence, 48 h; Potency, µM (titrated, usually from 46.1 µM), inactives show top-dose activity, negative = less viability, hits mostly cytotoxic; 360,000 compounds, 1.6% hits;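 also: NT is the 2HG producing partner of a matched IDH1 knockdown line; potency is read from the fitted curve at half-maximal effect; 0% = DMSO-treated cells and -100% = media-only wells without cells; nearly all actives have a fitted effect of over 55% in size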
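Toxicity toward the 2HG-producing NT line was scored as %Activity, normalised to DMSO and no-cell wells, from CellTiter-Glo luminescence after 48 hours' treatment.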
KB-3-1 tox = KB-3-1 parental cell cytotoxicity | KB-3-1 viability, CellTiter-Glo ATP luminescence, 72 h | Potency, µM (titrated, usually from 46.1 µM), inactives show at the highest dose activity change, negative = cytotoxic, usual class: cytotoxic | 400,000 compounds, 1.4% hits; also: potency is read from the fitted curve at half-maximal effect; % is scaled to controls: 0 for no effect and ±100 for the full control effect; nearly all actives have a fitted effect of over 60% in size
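Cytotoxicity in the drug-sensitive parental line KB-3-1 was scored as loss of CellTiter-Glo luminescence following 72 h incubation with compound. Values come from curve fitting of normalized concentration-response data.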
GLP-1R agonist = agonists of human GLP-1 receptor; P43220; HEK293 GLP-1R CRE-luciferase, luminescence, 4-6 h; cells express a hypersensitive GLP-1R form; Potency, µM (highest dose often 45.6 µM), without a hit: at the top dose activation, most hits filed as activators; 380,000 compounds, 0.007% hits; AID 624172; also: potency is read from the fitted curve at half-maximal effect; % of control where 0% means no effect
Target sequence (P43220 whole entry, looked up): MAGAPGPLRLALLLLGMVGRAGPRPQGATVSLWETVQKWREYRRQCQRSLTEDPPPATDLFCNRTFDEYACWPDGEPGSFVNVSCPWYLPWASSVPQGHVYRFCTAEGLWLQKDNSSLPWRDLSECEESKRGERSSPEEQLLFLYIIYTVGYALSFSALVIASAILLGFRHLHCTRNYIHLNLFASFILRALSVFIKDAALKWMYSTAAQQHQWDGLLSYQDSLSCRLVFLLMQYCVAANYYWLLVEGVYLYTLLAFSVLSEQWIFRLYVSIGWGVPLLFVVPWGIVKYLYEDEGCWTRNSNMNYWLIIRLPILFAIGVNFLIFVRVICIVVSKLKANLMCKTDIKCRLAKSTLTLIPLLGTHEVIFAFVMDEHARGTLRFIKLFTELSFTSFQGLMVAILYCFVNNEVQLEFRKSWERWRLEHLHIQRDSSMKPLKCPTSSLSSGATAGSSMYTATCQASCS
IL-1B inflam inh = blocks inflammasome-driven IL-1 beta release; THP-1 LPS/ATP IL-1B secretion, AlphaLISA, 16 h; active compounds read low; activity change, % at 57.5 µM; 360,000 compounds, 4.7% hits; AID 743279; in the data active = activity change below about -50%; inconclusive = mostly about -30% to -49%; also: % is scaled to controls: 0 for no effect and ±100 for the full control effect
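THP-1 cells pretreated 1 hr with compounds (up to 57.5 uM final), then stimulated with LPS (250 ng/mL final) plus ATP (1.25 mM final); secreted IL-1B measured by AlphaLISA after 16 hr, decreased signal indicating inhibition.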
HT1080 IDH1KD tx = HT-1080 IDH1 knockdown cell toxicity (counter line). HT-1080 IDH1 knockdown viability, ATP luminescence, 48 h. AID 686971. 360,000 compounds, 2% hits. Potency, µM (series often up to 46.1 µM), inactives show at the highest dose activity, negative = toxicity, usual class: cytotoxic;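 also: potency is read from the fitted curve at half-maximal effect; 0% = DMSO wells and -100% = cell-free medium wells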
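Cytotoxicity counter-line: IDH1KD HT-1080, 48 h, CellTiter-Glo. Curves classed by r2, magnitude and activity.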
The depositor's hits bear a star; u = inconclusive; x = not tested or not shown; [ ] = another dose, or the depositor's remark. Unless noted, calls follow the shape of the dose curve; as a rule, active = well fitted curve in the direction sought with a large enough effect; inconclusive = small, poorly fitted or top-dose-only effect, or another doubt; inactive = no such curve, though single readings can be large; an effect the other way counts as inactive or inconclusive.

1. O=C(Nc1ccccc1N1CCOCC1)c1ccc(Cl)nc1
2. CCN(CC)c1ccc(S(=O)(=O)N2CCOCC2)cc1NC(=O)CSC(=S)N1CCCC1
3. CC(=O)c1c(C)[nH]c(C(=O)OCC(=O)Nc2ccc(C)cc2[N+](=O)[O-])c1C
4. O=C(CSc1nnc(C2CCCCC2)o1)Nc1ccccc1Cl
5. O=C(N/C(=C/C=C/c1ccccc1)C(=O)N1CCCCC1)c1ccc([N+](=O)[O-])cc1
6. CC1(C)C2CCC13CS(=O)(=O)NC3C2 (stereo not drawn)
7. COc1ccc(OCC(O)CNCCNc2nccc(C(F)(F)F)n2)cc1 (stereo not drawn)
8. Cc1cnc(C(=O)OCc2nc3ccccc3o2)cn1
compound no. | 1 | 2 | 3 | 4 | 5 | 6 | 7 | 8
DRD3 antagonist | 1 | 13 | 20 | 2 | 9 | 32 | u | 3
KB-V1 cytotox | -23% | 2% | -19% | u | 0% | 19% | 3% | -4%
SW480 rerep | -1% | u | -11% | -8% | -30% | -1% | -2% | 5%
DRD3 agonist | 8 | -9 | 2 | 5 | 8 | 4 | -45 | 7
HT1080-NT tox | -3% | -11% | -20% | -13% | -1% | 18% | -20% | -6%
KB-3-1 tox | 6% | -8% | -1% | -4% | 6% | 20% | -18% | 25%
GLP-1R agonist | 6% | 1% | 1% | 8% | 3% | 7% | -1% | -1%
IL-1B inflam inh | 29 | u | -22 | -12 | -8 | 0 | -18 | 6
HT1080 IDH1KD tx | -9% | 0% | -29% | -10% | -1% | 21% | -15% | 0%

9. O=c1[nH]nnc2c1ncn2C1OC(CO)C(O)C1O (stereo not drawn)
10. O=C(NCC(c1cccs1)N1CCOCC1)c1ccc(Br)o1 (stereo not drawn)
11. Cc1cc([N+](=O)[O-])ccc1NCc1ccccc1[N+](=O)[O-]
12. CCCC(=O)C1=C(O)C(C(=O)OC)C(C)(C)CC1=Nc1ccc(N)cc1 (stereo not drawn)
13. N#Cc1ccc(-c2ccc(OCC(=O)NCC(=O)Nc3ccc(F)c(F)c3F)cc2)cc1
14. CS(=O)(=O)N(CC(=O)N1CCCC1)C1CCCCC1
15. CC(C)Oc1ccc(C(=O)NCC(=O)Nc2ccc3c(c2)CCC3)cc1
16. O=C(Nc1ncccc1O)c1c(O)c2ccccc2[nH]c1=O
compound no. | 9 | 10 | 11 | 12 | 13 | 14 | 15 | 16
DRD3 antagonist | -27 | -9 | -5 | 17 | -13 | -13 | 0 | 30
KB-V1 cytotox | -16% | u | 0% | -40% | 7% | 15% | 20% | u
SW480 rerep | x | 8.2µM* | 1% | 1% | -4% | x | 6% | u
DRD3 agonist | -6 | -2 | -1 | -5 | -1 | 3 | -4 | 6
HT1080-NT tox | -17% | u | -12% | 3% | 6% | 3% | -12% | 0%
KB-3-1 tox | u | u | u | 2% | 13% | 2% | 20% | -5%
GLP-1R agonist | -4% | -4% | 24% | -2% | 6% | 9% | 5% | 0%
IL-1B inflam inh | 7 | 28 | -71* | 3 | 13 | -3 | -3 | 31
HT1080 IDH1KD tx | u | 16µM* | -12% | 9% | -1% | 6% | 4% | 13%

One compound at a time, from the list above. Order of screens: DRD3 antagonist	KB-V1 cytotox	SW480 rerep	DRD3 agonist	HT1080-NT tox	KB-3-1 tox	GLP-1R agonist	IL-1B inflam inh	HT1080 IDH1KD tx
Record of N#Cc1ccc(-c2ccc(OCC(=O)NCC(=O)Nc3ccc(F)c(F)c3F)cc2)cc1 = -13	7%	-4%	-1	6%	13%	6%	13	-1%
Record of COc1ccc(OCC(O)CNCCNc2nccc(C(F)(F)F)n2)cc1 (stereo not drawn) = u	3%	-2%	-45	-20%	-18%	-1%	-18	-15%
Record of CC1(C)C2CCC13CS(=O)(=O)NC3C2 (stereo not drawn) = 32	19%	-1%	4	18%	20%	7%	0	21%
Record of O=C(Nc1ccccc1N1CCOCC1)c1ccc(Cl)nc1 = 1	-23%	-1%	8	-3%	6%	6%	29	-9%

New compounds follow:
17. CCc1ccccc1NC(=O)C1(S(=O)(=O)c2ccc(C)cc2)CC1
18. COc1ccc(C(=O)OCC(=O)N2CCc3ccccc32)cc1S(=O)(=O)N1CCOCC1
19. COc1ccc(-c2cc3ncnc(Cl)c3s2)cc1
20. CCc1ccc2c(c1)C1(C(=O)N2)N2CCCC2C(C(=O)c2ccc3ccccc3c2)C12C(=O)Nc1ccccc12 (stereo not drawn)
21. COc1cccc(NC(=O)N(CCN(C)C)C(C)c2cccnc2)c1 (stereo not drawn)
22. O=C(c1n[nH]c2ccccc12)N1CCOCC1
23. Cc1c(-c2ccccc2)nc(N)c(C#N)c1-c1ccco1
24. O=C(CSc1n[nH]c(-c2ccccc2)n1)N1CCOCC1
compound no. | 17 | 18 | 19 | 20 | 21 | 22 | 23 | 24
DRD3 antagonist | -1 | -28 | -8 | -2 | 11 | 16 | -10 | 2
KB-V1 cytotox | u | 16% | 0% | u | 3% | 0% | 15% | -3%
SW480 rerep | 11% | 3% | 7% | u | -11% | -44%[inhibitor] | 14% | -12%
DRD3 agonist | -4 | -2 | 4 | 3 | 3 | 3 | 2 | -2
HT1080-NT tox | 1% | -8% | 1% | 18µM* | 6% | 10% | -13% | 15%
KB-3-1 tox | 14% | u | 9% | u | 1% | 0% | 8% | -2%
GLP-1R agonist | 18% | -3% | 0% | -7% | -5% | -1% | 0% | 0%
IL-1B inflam inh | 12 | 20 | 13 | -99* | 5 | -2 | 18 | -22
HT1080 IDH1KD tx | 1% | -7% | -9% | 21µM* | -1% | 13% | -13% | u

25. Cc1c(N(C)S(=O)(=O)c2cccc(C(=O)NCC3CCCO3)c2)c(=O)n(-c2ccccc2)n1C (stereo not drawn)
26. CN(C)C(=O)COC(=O)c1cccnc1Nc1ccccc1F
27. CCOC(=O)C1=C(C)N(C)C(C)=C(C(=O)OCC)C1c1ccsc1
28. CCOC(=O)c1nc(N)c(C(=O)OCC)[nH]1
29. CC1CCN(C(C(=O)NC2CCCCC2)c2cc3c(cc2[N+](=O)[O-])OCO3)CC1 (stereo not drawn)
30. COc1ccc(CSCC(=O)NCCC(C)C)cc1
31. COc1ccc(NC2=CC(c3cccc(OC)c3)N(c3ccc(OC)cc3)C2=O)cc1 (stereo not drawn)
32. Cc1cc(C)nc(SCC(=O)Nc2ccc(Br)cn2)n1
compound no. | 25 | 26 | 27 | 28 | 29 | 30 | 31 | 32
DRD3 antagonist | -4 | 0 | -9 | -6 | 0 | -7 | 9 | 14
KB-V1 cytotox | 26% | 16µM* | u | 21% | u | 0% | -24% | -9%
SW480 rerep | 22% | -3% | 2% | u | u | -4% | 4% | -5%
DRD3 agonist | 0 | -3 | -1 | 0 | 2 | -6 | 0 | 4
HT1080-NT tox | -3% | 9% | -2% | 22% | 4% | 3% | -9% | 5%
KB-3-1 tox | 6% | 8% | -1% | 12% | 27% | 2% | 7% | 7%
GLP-1R agonist | 8% | 0% | 7% | -21% | -4% | 0% | -1% | 1%
IL-1B inflam inh | 6 | -2 | -15 | 2 | -4 | 5 | 12 | 3
HT1080 IDH1KD tx | 1% | 11% | 0% | 15% | 6% | 0% | 1% | 5%

33. CC(=O)Nc1ccc(S(=O)(=O)NCC2(N3CCOCC3)CCCCC2)cc1
34. Cc1cc(Nc2nnnn2-c2ccccc2)n(-c2ccc(Cl)cc2)n1
35. O=C(NCc1ccc(Cl)cc1)C1C2C=CC3(CN(Cc4cccnc4)C(=O)C13)O2 (stereo not drawn)
36. NC(=O)c1ccsc1NC(=O)c1ccc(N2CCCC2=O)cc1
37. CC(=O)Nc1ccc(S(=O)(=O)Nc2cccc(C(=O)Nc3ccccc3C(=O)O)c2)cc1
38. CCCOc1ccc(C(O)C(CN2CCOCC2)c2ccccc2)cc1 (stereo not drawn)
39. O=C(/C=C/c1ccc(Cl)cc1)Nc1ccccc1N1CCOCC1
40. Cc1cc(C)c(C(=O)Cn2nc(C(=O)O)c3ccccc3c2=O)cc1C
compound no. | 33 | 34 | 35 | 36 | 37 | 38 | 39 | 40
DRD3 antagonist | 0 | -15 | 8 | -4 | 84 | 21 | -12 | 44
KB-V1 cytotox | -7% | u | -18% | -18% | u | u | 16% | 17%
SW480 rerep | 24% | 2% | 0% | -13% | -1% | -6% | 1% | 1%
DRD3 agonist | -16 | 1 | 3 | -1 | 23 | 5 | -7 | 13
HT1080-NT tox | -7% | u | 14% | -23% | -10% | -1% | 12% | 3%
KB-3-1 tox | 0% | u | -10% | 0% | 10% | 10% | 5% | -1%
GLP-1R agonist | 4% | -6% | 9% | 0% | -6% | -9% | -4% | 7%
IL-1B inflam inh | 0 | 9 | -18 | -56* | 0 | -2 | 0 | 8
HT1080 IDH1KD tx | -2% | u | 7% | -19% | 0% | 1% | 11% | -12%

41. CN(C)S(=O)(=O)c1cccc(NC(=O)COC(=O)c2cc(-c3cccc(Br)c3)nc3ccccc23)c1
42. Cc1ccc(S(=O)(=O)Nc2ccc3cn[nH]c3c2)cc1
43. O=C(CCc1ccccc1)Nc1ccc(NC(=O)c2ccco2)cc1
44. O=C1NC(=S)N(c2cccc(Cl)c2)C12CCCCC2
45. CCCn1c(N)c(C(=O)CSc2nnc(C)n2Cc2ccccc2)c(=O)n(C)c1=O
compound no. | 41 | 42 | 43 | 44 | 45
DRD3 antagonist | 23 | -5 | -16 | 3 | 5
KB-V1 cytotox | -23% | -12% | 3% | -17% | 15%
SW480 rerep | -4% | -8% | -6% | -3% | -4%
DRD3 agonist | 4 | 1 | -10 | -5 | -7
HT1080-NT tox | -3% | -5% | 4% | -1% | -19%
KB-3-1 tox | 0% | -4% | 1% | -6% | -11%
GLP-1R agonist | -25% | 2% | -4% | 1% | 5%
IL-1B inflam inh | 17 | 11 | 0 | 2 | 1
HT1080 IDH1KD tx | -3% | -13% | 12% | -5% | -1%
